Assay outcomes as filed in PubChem.
IDE exosite FP = insulin-degrading enzyme (human) exo-site inhibition; P14735; purified IDE, FL-6b probe fluorescence polarization; stronger effect = lower value; z-score at 20 µM; 17,000 compounds, 6.3% hits;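 active = z-score of -3 or lower, meaning strong loss of probe binding signal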;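 note: His-tagged human IDE residues 42-1019 made in E. coli with 30 nM FL-6b probe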
Target sequence (P14735 42-1019 limits assumed): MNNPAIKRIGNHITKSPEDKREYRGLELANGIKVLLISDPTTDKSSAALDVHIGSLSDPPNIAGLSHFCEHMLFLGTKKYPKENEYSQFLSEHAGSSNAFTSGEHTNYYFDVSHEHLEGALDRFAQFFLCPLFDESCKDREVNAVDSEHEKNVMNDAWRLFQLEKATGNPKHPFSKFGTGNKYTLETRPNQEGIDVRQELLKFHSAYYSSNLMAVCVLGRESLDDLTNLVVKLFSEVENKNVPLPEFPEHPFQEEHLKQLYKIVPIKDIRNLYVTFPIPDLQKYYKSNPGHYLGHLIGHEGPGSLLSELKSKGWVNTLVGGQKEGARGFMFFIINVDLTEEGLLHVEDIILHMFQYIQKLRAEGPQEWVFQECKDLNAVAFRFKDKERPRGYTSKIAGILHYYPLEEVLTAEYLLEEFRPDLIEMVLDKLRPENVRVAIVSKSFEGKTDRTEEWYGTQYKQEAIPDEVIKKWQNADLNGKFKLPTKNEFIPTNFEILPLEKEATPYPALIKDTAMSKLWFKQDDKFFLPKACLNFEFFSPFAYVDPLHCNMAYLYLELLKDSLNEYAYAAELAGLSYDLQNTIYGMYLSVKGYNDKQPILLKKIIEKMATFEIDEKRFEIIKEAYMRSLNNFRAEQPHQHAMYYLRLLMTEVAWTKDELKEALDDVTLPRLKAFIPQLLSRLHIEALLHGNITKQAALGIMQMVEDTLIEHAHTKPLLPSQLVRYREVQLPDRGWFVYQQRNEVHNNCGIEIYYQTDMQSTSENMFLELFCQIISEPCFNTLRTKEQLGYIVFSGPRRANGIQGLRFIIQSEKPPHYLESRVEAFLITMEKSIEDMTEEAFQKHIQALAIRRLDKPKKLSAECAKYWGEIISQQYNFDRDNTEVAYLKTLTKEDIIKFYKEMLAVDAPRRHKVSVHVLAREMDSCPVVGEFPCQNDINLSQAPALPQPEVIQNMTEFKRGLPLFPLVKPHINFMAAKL
* = called active by the depositor; & = joins results of further samples. Only part of the results is shown; the hit share may differ from the screen's.

SMILES | IDE exosite FP
COc1ccccc1NC(=O)N1CC(=O)N2[C@H](CO)[C@H](c3ccc(C#CCC(C)C)cc3)[C@H]2C1 | 1.9
O=C(Nc1cccc(F)c1)N1CC(=O)N2[C@H](CO)[C@H](c3ccc(C#Cc4cccnc4)cc3)[C@H]2C1 | 4.2
N#C[C@H]1N[C@H](CO)[C@@H]1c1ccc(C2=CCCCC2)cc1 | 4.3
O=C(C[C@@H]1C=C[C@@H](NC(=O)Nc2ccc3c(c2)OCO3)[C@H](CO)O1)NCCCN1CCOCC1 | 1.6
O=C(Nc1ccc(F)cc1)N1CC(=O)N2[C@@H](CO)[C@H](c3ccc(C#CC4CC4)cc3)[C@@H]2C1 | 2.8
O=C1CN(S(=O)(=O)c2ccccc2)C[C@H]2[C@H](c3ccc(Br)cc3)[C@H](CO)N12 | 3.4
OC[C@@H]1[C@@H](c2ccc(-c3ccc(F)cc3)cc2)[C@@H]2CN(CCC(F)(F)F)CCCCN12 | 2.5
C[C@H](NC(=O)[C@H]1[C@H](CO)[C@H]2Cn3c(cccc3=O)[C@@H]1N2C(=O)C1CCC1)c1ccccc1 | 1.7
COCC(=O)NC[C@H]1[C@H](c2ccccc2)[C@@H](CO)N1C(=O)c1ccccc1 | -0.73
O=C(c1ccc(F)cc1)N1C[C@@H]2N[C@H](C1)C2c1ccc(-c2cncnc2)cc1 (stereo partly drawn) | 3.3
Cc1cccc(-c2ccc([C@@H]3[C@@H](CO)N4C(=O)CN(C(=O)NC5CCCCC5)C[C@@H]34)cc2)c1 | -17*
C[C@@H]1CN([C@H](C)CO)C(=O)c2ccccc2-c2ccccc2CO[C@@H]1CN(C)Cc1ccc(Oc2ccccc2)cc1 | -1.2
Cc1noc(C)c1S(=O)(=O)N(C)C[C@H]1OCCCC[C@H](C)Oc2ccc(NC(=O)CCC(F)(F)F)cc2C(=O)N([C@@H](C)CO)C[C@H]1C | 1.1
CCC(=O)N(C)C[C@@H]1[C@@H](c2ccc(C3=CCCCC3)cc2)[C@H](CO)N1C(=O)CC | 3.8
COc1ccc2c3c([nH]c2c1)[C@@H](CO)N(C(=O)Nc1cccc(F)c1)CC31CCN(S(=O)(=O)c2cccc(C)c2)CC1 | 1.5
CO[C@@H]1CN(C)C(=O)c2ccc(NS(C)(=O)=O)cc2OC[C@H](C)N(C(=O)CN(C)C)C[C@@H]1C | -1.2
C/C=C/c1ccc([C@H]2[C@@H](CO)N(C(C)=O)[C@H]2CNC(=O)NCCC)cc1 | 2
C/C=C/c1ccc([C@@H]2[C@H](CO)N3CCCCN(S(=O)(=O)c4ccccc4)C[C@@H]23)cc1 | -2.1
N#C[C@@H]1[C@H](c2ccccc2-c2cccc(F)c2)[C@H](CO)N1C(=O)C1CCCCC1 | 4
C[C@@H]1CN([C@@H](C)CO)C(=O)c2ccccc2-c2ccccc2CO[C@@H]1CN(C)Cc1cccnc1 | -0.68

Seven compounds out of the list above, sorted by the number in IDE exosite FP, ascending:
structure | IDE exosite FP
Cc1cccc(-c2ccc([C@@H]3[C@@H](CO)N4C(=O)CN(C(=O)NC5CCCCC5)C[C@@H]34)cc2)c1 | -17*
C/C=C/c1ccc([C@@H]2[C@H](CO)N3CCCCN(S(=O)(=O)c4ccccc4)C[C@@H]23)cc1 | -2.1
C[C@@H]1CN([C@H](C)CO)C(=O)c2ccccc2-c2ccccc2CO[C@@H]1CN(C)Cc1ccc(Oc2ccccc2)cc1 | -1.2
C[C@@H]1CN([C@@H](C)CO)C(=O)c2ccccc2-c2ccccc2CO[C@@H]1CN(C)Cc1cccnc1 | -0.68
O=C(C[C@@H]1C=C[C@@H](NC(=O)Nc2ccc3c(c2)OCO3)[C@H](CO)O1)NCCCN1CCOCC1 | 1.6
O=C(c1ccc(F)cc1)N1C[C@@H]2N[C@H](C1)C2c1ccc(-c2cncnc2)cc1 (stereo partly drawn) | 3.3
O=C1CN(S(=O)(=O)c2ccccc2)C[C@H]2[C@H](c3ccc(Br)cc3)[C@H](CO)N12 | 3.4

The listing continues.
SMILES | IDE exosite FP
Cc1ccccc1S(=O)(=O)N1CC[C@@H]2[C@@H](CO)Nc3ccc(-c4ccc(F)cc4)cc3[C@@H]21 | 1.5
CCCNC(=O)N1CC(=O)N2[C@@H](CO)[C@@H](c3ccc(C#CCC4CCCC4)cc3)[C@@H]2C1 | 0.2
O=S(=O)(c1ccc(F)cc1)N1C[C@H]2[C@@H](c3ccccc31)[C@@H](CO)N2Cc1ccccc1Cl | 0.13
CCNC(=O)c1cc2c(c(-c3cccc(-c4cccnc4)c3)n1)[C@@H](CCO)N(S(C)(=O)=O)C2 | 1.4
CN(C)CC#Cc1ccc([C@@H]2[C@H]3CN(C(=O)c4ccccc4)CC(=O)N3[C@H]2CO)cc1 | 3.6
CO[C@H]1CN(C)C(=O)c2cc(NS(=O)(=O)c3ccc(Cl)cc3)ccc2OC[C@@H](C)N(C(=O)NC(C)C)C[C@@H]1C | 0.012
COc1ccccc1-c1ccc([C@H]2[C@H](CO)N3CCCCN(C(=O)c4cccnc4)C[C@@H]23)cc1 | -1.3
N#C[C@@H]1[C@H](c2ccc(-c3cncnc3)cc2)[C@@H](CO)N1C(=O)Cc1ccccc1 | 0.28
C[C@@H]1CCCCO[C@@H](CN(C)CC2CC2)[C@H](C)CN([C@@H](C)CO)C(=O)c2cc(NC(=O)c3ccccc3)ccc2O1 | -1.3
CCC(=O)N1CC(=O)N2[C@H](CO)[C@@H](c3ccc(-c4ccccc4F)cc3)[C@H]2C1 | 0.87
CC(=O)N1[C@H](CO)[C@H](c2ccccc2)[C@@H]1CNC(=O)c1ccncc1 | 2.4
CCCC#Cc1ccc([C@H]2[C@@H](C#N)N(C(=O)C3CCCCC3)[C@H]2CO)cc1 | 4.4
COc1cccc(C#Cc2ccc([C@@H]3[C@@H](CO)N4C(=O)CN(S(=O)(=O)c5ccccc5C)C[C@H]34)cc2)c1 | -0.29
O=C(Nc1ccccc1F)N1CCCCN2[C@H](C1)[C@H](c1ccc(C#Cc3ccccc3)cc1)[C@@H]2CO | -2.1
Cc1cc(C(=O)Nc2ccc3c(c2)C(=O)N(C)[C@@H]2CC[C@H](CC(=O)O)O[C@@H]2CO3)no1 | 1.3
CCS(=O)(=O)N1CC2(C1)[C@@H](c1ccccc1)[C@H](CO)N2Cc1ccc(F)cc1 | -1
CN(C)CC(=O)N1C[C@@H]2N[C@H](C1)C2c1ccc(-c2ccccc2F)cc1 (stereo partly drawn) | 0.85&-0.44
C[C@H]1CN([C@@H](C)CO)C(=O)c2cc(NC(=O)Cn3cnnn3)ccc2O[C@@H]1CN(C)Cc1ccc(C(=O)Nc2ccccc2N)cc1 | -0.53
C[C@H](O)C#Cc1ccc([C@@H]2[C@@H](CO)N3CCCCN(C(=O)c4ccc(F)cc4)C[C@@H]23)cc1 | 0.14
Cc1cccc(-c2ccc([C@@H]3[C@H]4CN(C(=O)c5ccc6c(c5)OCO6)CCCCN4[C@H]3CO)cc2)c1 | 1.5
Cn1cnc(S(=O)(=O)N2CCCCN3[C@H](CO)[C@@H](c4ccc(C#CC5CCCC5)cc4)[C@@H]3C2)c1 | 0.77
COC(=O)[C@@H]1[C@@H](CO)[C@@H]2Cn3c(ccc(-c4cncnc4)c3=O)[C@@H]2N1CCC(F)(F)F | 0.25
COc1ccc2c3c(n(C)c2c1)[C@@H](CO)NCC31CN(C(=O)Nc2ccccc2F)C1 | 1.4
O=C(CCN1CCCCC1)NCC[C@H]1CC[C@H](NS(=O)(=O)c2cccc(Cl)c2)[C@@H](CO)O1 | 1
O=C(c1cccnc1)N1CC(=O)N2[C@@H](CO)[C@H](c3ccc(-c4ccc(F)cc4)cc3)[C@@H]2C1 | 2.7
CN1CCN(C(=O)c2cc3c(c(-c4cccc(C5=CCCC5)c4)n2)[C@H](CCO)N([S@@](=O)C(C)(C)C)C3)CC1 | 0.4
CCCC#Cc1ccc([C@@H]2[C@@H](CO)N3C(=O)CN(C(=O)NC4CCCC4)C[C@H]23)cc1 | 0.87
COc1ccc(S(=O)(=O)Nc2ccc3c(c2)C(=O)N([C@H](C)CO)C[C@H](C)[C@H](CN(C)Cc2ccc(C(F)(F)F)cc2)OCCCC[C@@H](C)O3)cc1 | -0.023
CCN(C[C@@H]1N[C@@H](CO)[C@@H]1c1ccc(C2=CCCC2)cc1)C(=O)c1cccnc1 | 2.1
CCC(=O)N(C)C[C@H]1[C@H](c2ccc(-c3ccccc3F)cc2)[C@@H](CO)N1C(C)=O | 1.5
CCCNC(=O)N1CC2(CCN(Cc3nccs3)CC2)c2c([nH]c3cc(OC)ccc23)[C@H]1CO | -0.59
CO[C@@H]1CN(C)C(=O)c2cc(NC(=O)Nc3cccc(Cl)c3)ccc2OC[C@@H](C)N(C(=O)Nc2c(C)noc2C)C[C@@H]1C | 1.2
COc1ccc(C#Cc2ccc([C@H]3[C@@H](CO)N4CCCCN(C)C[C@@H]34)cc2)cc1 | 1.5
COc1ccccc1NC(=O)N1CC(=O)N2[C@@H](CO)[C@@H](c3ccc(C#Cc4ccccc4)cc3)[C@@H]2C1 | -0.76
N#C[C@H]1[C@H](c2ccccc2)[C@@H](CO)N1S(=O)(=O)c1ccc(-c2ccccc2)cc1 | 0.17
C/C=C/c1ccc2c(c1)[C@H]1[C@H](CCN1Cc1ccc(F)cc1)[C@H](CO)N2 | 0.88
CCC(=O)N1[C@H](CO)[C@H](c2ccccc2)C12CN(C(=O)c1ccncc1)C2 | 0.46
COCC(=O)N1[C@@H](CO)[C@@H]2c3ccccc3N(C(=O)c3cccnc3)C[C@@H]21 | -0.52
C[C@@H]1CN([C@@H](C)CO)C(=O)c2cc(-c3ccc(C#N)cc3)cnc2O[C@@H]1CN(C)Cc1cccnc1 | 0.5
C[C@@H]1CN([C@H](C)CO)C(=O)c2cc(NC(=O)CCC(F)(F)F)ccc2O[C@@H](C)CCCCO[C@H]1CN(C)C(=O)Nc1cccc2ccccc12 | 0.3
C[C@@H]1CCCCO[C@@H](CN(C)S(=O)(=O)c2ccc(F)cc2)[C@H](C)CN([C@H](C)CO)C(=O)c2cc(N(C)C)ccc2O1 | 0.059
O=C(Nc1ccc(F)cc1)N1CCCCN2[C@@H](CO)[C@H](c3ccc(C#CC4CC4)cc3)[C@@H]2C1 | 1.7
N#C[C@H]1[C@@H](c2ccccc2-c2cccc(F)c2)[C@@H](CO)N1C(=O)CN1CCOCC1 | 0.95
CC(=O)N1CC(=O)N2[C@@H](CO)[C@H](c3ccc(-c4ccccc4)cc3)[C@@H]2C1 | 1.5
CC(C)C#Cc1ccc([C@H]2[C@@H](CO)N3CCCCN(CC4CC4)C[C@@H]23)cc1 | 4.7
O=C1CN(Cc2ccccc2)C[C@H]2[C@H](c3ccc(-c4ccccc4F)cc3)[C@@H](CO)N12 | -2.2
COc1ccc2c3c(n(C)c2c1)[C@@H](CO)NCC31CCN(Cc2cc(F)ccc2F)CC1 | -0.57
O=C(CC1CC1)N1CC(=O)N2[C@@H](CO)[C@H](c3ccc(/C=C/c4ccccc4)cc3)[C@@H]2C1 | -5*
O=C(C[C@H]1CC[C@@H]2[C@H](COC[C@@H](O)CN2CCc2ccccc2)O1)NCCCN1CCOCC1 | 0.12
Cn1cnc(S(=O)(=O)N2CCCCN3[C@H](CO)[C@H](c4ccc(C#CC5CCCC5)cc4)[C@@H]3C2)c1 | -0.76
CO[C@@H]1CN(C)C(=O)c2ccc(NC(=O)c3nc4ccccc4s3)cc2OC[C@H](C)N(Cc2cccnc2)C[C@@H]1C | -0.88
C[C@H](CO)N1C[C@H](C)[C@H](CN(C)C(=O)c2cnccn2)Oc2cc(C#CCC3CCCC3)ccc2S1(=O)=O | 0.17
CCC(=O)N1[C@H](CO)[C@H](c2ccc(-c3ccccc3)cc2)[C@H]1CN(CC)C(C)=O | -1.1
CCCN1[C@H](C(=O)NCCCN2CCOCC2)[C@@H](CO)[C@@H]2Cn3c(ccc(-c4ccncc4)c3=O)[C@@H]21 | -0.22
CC(C)(O)C#Cc1ccc([C@H]2[C@H]3CN(S(C)(=O)=O)CCCCN3[C@H]2CO)cc1 | -1.3
O=C(Nc1ccc(C(F)(F)F)cc1)N[C@H]1C=C[C@H](CC(=O)N2CCCCC2)O[C@H]1CO | -1.7
C/C=C/c1ccc(C2[C@@H]3CN(C(=O)Nc4ccccc4F)C[C@H]2N3)cc1 (stereo partly drawn) | 0.65&-0.36
CCC(=O)N(CC)C[C@H]1[C@H](c2ccccc2)[C@@H](CO)N1C(C)=O | 0.62
C[C@@H](O)C#Cc1ccc([C@H]2[C@@H](CO)N3CCCCN(C(=O)c4cccc(F)c4)C[C@@H]23)cc1 | 2.9
N#C[C@H]1[C@H](c2ccc(-c3cccnc3)cc2)[C@H](CO)N1C(=O)C1CC1 | 0.034

Next section
SMILES | IDE exosite FP
COc1ccccc1-c1ccc2c(c1)[C@H]1[C@H](CCN1C(=O)C1CCC1)[C@H](CO)N2 | 0.78
CCCC#Cc1ccc([C@H]2[C@H]3CN(S(=O)(=O)CC)CCCCN3[C@H]2CO)cc1 | 2.3
O=C(c1ccncc1)N1CC2(C1)[C@H](c1ccccc1)[C@@H](CO)N2CC1CC1 | -1.1
CO[C@@H]1CN(C)C(=O)c2cc(NS(=O)(=O)c3ccccc3C)ccc2OC[C@@H](C)N(S(=O)(=O)c2ccccc2)C[C@H]1C | 0.77
C[C@@H]1CN([C@H](C)CO)C(=O)c2cc(N(C)C)ccc2O[C@@H](C)CCCCO[C@@H]1CN(C)C(=O)NC1CCCCC1 | 0.39
CCCNC(=O)N(C)C[C@H]1Oc2cc(C#C[C@H](C)O)ccc2S(=O)(=O)N([C@@H](C)CO)C[C@H]1C | -0.23
O=C(Cc1ccccc1)N1CC(=O)N2[C@H](C1)[C@@H](c1ccc(-c3cccc(F)c3)cc1)[C@@H]2CO | -3.5*

An excerpt of these results, with each value named.
> CO[C@@H]1CN(C)C(=O)c2cc(NS(=O)(=O)c3ccccc3C)ccc2OC[C@@H](C)N(S(=O)(=O)c2ccccc2)C[C@H]1C
  IDE exosite FP: 0.77
> CC(C)C#Cc1ccc([C@H]2[C@@H](CO)N3CCCCN(CC4CC4)C[C@@H]23)cc1
  IDE exosite FP: 4.7
